Assay outcomes deposited in PubChem by National Center for Advancing Translational Sciences (NCATS).
PKM2 act: qHTS Assay for Activators of Human Muscle isoform 2 Pyruvate Kinase | Pyruvate kinase PKM (Homo sapiens), P14618 | purified PKM2, Kinase-Glo ATP luminescence, activation; response scale: 0% is enzyme alone, no compound | Potency, µM (highest dose often 57.5 µM), without a hit: top-dose activation, usual class: activators | actives 0.34% (n = 260,000) | AID 1631, 2009; further: potency means the concentration at half of the fitted maximal effect; on the % scale 0 is the no-effect control and ±100 the full control effect; nearly all actives have a fitted effect of over 55% in size
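Purified hPK-M2 (>95%) run at intermediate activity with 0.1 mM ADP and 0.5 mM PEP in 50 mM imidazole pH 7.2, KCl, MgCl2; 1 h room temperature. ATP formed read by Kinase-Glo luminescence; normalized to uninhibited and no-enzyme controls.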
Rab9 promoter act: qHTS Assay for Rab9 Promoter Activators | Huh7 Rab9 promoter-luciferase reporter, luminescence, 24 h | Potency, µM (highest dose often 9.22 µM), inactives show top-dose activation, negative = inhibition, hits mostly activators | actives 2.8% (n = 320,000); further: potency means the concentration at half of the fitted maximal effect; % of control where 0% means no effect; nearly all actives have a fitted effect of over 60% in size
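Measured in stably transfected Huh7 cells bearing a Rab9 promoter–luciferase construct: 24 h compound treatment at 37 °C, followed by luminescence detection.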
p53 reactivation: qHTS assay for re-activators of p53 using a Luc reporter; Potency, µM (highest dose often 92.2 µM), inactives show at the highest dose activity change, positive = activation, most hits filed as activators; actives 0.063% (n = 320,000); AID 504706, 2011; H1299 p53-A138V BP100-luciferase reporter, luminescence, 24 h; further: potency means the concentration at half of the fitted maximal effect; % of control where 0% means no effect; nearly all actives have a fitted effect of over 45% in size
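H1299 (p53-null), stable ts p53-A138V + BP100-Luc; 1000 cells/well, Opti-MEM/10% FBS; cpd 4 pt, 1:5; 24 h, 37 deg C, 5% CO2; detection reagent 10 min RT; luminescence.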
BRCA1 expr act: qHTS Assay to Identify Small Molecule Activators of BRCA1 Expression; MCF7-BRCA1-FFLuc reporter, luminescence, 48 h; response scale: scaled: vehicle 0%, 10 µM genistein 100%; Potency, µM (series often up to 46.1 µM), for inactives: at the highest dose activation, actives largely listed as activators; actives 1.1% (n = 380,000); further: potency means the concentration at half of the fitted maximal effect; nearly all actives have a fitted effect of over 80% in size; some results filed as inactive show a strong effect at the top dose
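First, MCF7-BRCA1-FFLuc cells (2000/well) attach for 2 h; next, compounds are pin-added and incubated 48 h at 37 °C; finally, luciferase reagent is added and luminescence read after 15 min.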
ELG1 genotox: qHTS screen for small molecules that induce genotoxicity in human embryonic kidney (HEK293T) cells expressing luciferase-tagged ELG1 | Potency, µM (top dose mostly 46 µM), inactives show at the highest dose activity change, positive = activation, actives largely listed as activators | actives 1.3% (n = 330,000) | HEK293T ELG1-luciferase reporter, luminescence, 16 h; further: potency means the concentration at half of the fitted maximal effect; % of control where 0% means no effect; nearly all actives have a fitted effect of over 60% in size
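Cells (2,000/well) expressing the ELG1-luciferase fusion are dosed by pin tool and kept 16 hr at 37 °C, 5% CO2. Signal comes from ONE-Glo luciferase reagent after 30 min at room temperature.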
RORgamma inh: qHTS for inhibitors of ROR gamma transcriptional activity. Nuclear receptor ROR-gamma (Mus musculus), P51450. Drosophila S2 Gal4-RORgamma UAS-luciferase reporter, 20 h. Potency, µM (series often up to 53.6 µM), inactives show top-dose activity change, negative = inhibition, usual class: inhibitors. actives 5.4% (n = 310,000). AID 2551, 2010; further: potency means the concentration at half of the fitted maximal effect; on the % scale 0 is the no-effect control and ±100 the full control effect; nearly all actives have a fitted effect of over 60% in size
Target sequence (P51450 whole entry, looked up, the tested form may be a part): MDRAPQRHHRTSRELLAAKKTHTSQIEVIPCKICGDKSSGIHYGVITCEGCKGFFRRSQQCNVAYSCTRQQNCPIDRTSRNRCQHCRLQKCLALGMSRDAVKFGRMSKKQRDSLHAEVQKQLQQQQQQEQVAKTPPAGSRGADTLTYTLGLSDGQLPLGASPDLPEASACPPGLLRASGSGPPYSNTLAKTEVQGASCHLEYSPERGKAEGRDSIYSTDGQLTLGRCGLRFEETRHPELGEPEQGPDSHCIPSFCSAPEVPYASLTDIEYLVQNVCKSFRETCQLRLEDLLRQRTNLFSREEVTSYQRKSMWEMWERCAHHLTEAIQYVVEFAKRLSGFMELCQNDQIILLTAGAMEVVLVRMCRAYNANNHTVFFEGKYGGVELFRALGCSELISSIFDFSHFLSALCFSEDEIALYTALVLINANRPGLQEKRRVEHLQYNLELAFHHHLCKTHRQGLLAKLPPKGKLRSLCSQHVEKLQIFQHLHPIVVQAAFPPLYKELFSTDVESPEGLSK
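Stably transfected Drosophila Schneider cells are the test system, with ROR gamma fused to Gal4 and luciferase under UAS control; luminescence is read after 20 hr of 700 uM copper sulfate induction at ambient temperature.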
Menin-MLL TR inh: qHTS Assay for Inhibitors Targeting the Menin-MLL Interaction in MLL Related Leukemias: Competition With Texas Red Labeled MLL-derived Mutant Peptide. Menin + Texas Red MLL mutant peptide, fluorescence polarization. AID 1768, 2009. actives 0.23% (n = 270,000). Potency, µM (series often up to 61.6 µM), without a hit: at the highest dose FP activity change, negative = inhibition, most hits filed as inhibitors. O00255; active means well fitted inhibition curve with a large enough effect in the polarisation, with a control signal flat, not every such curve was filed as active; inconclusive means small, poorly fitted or top-dose-only effect, or effect the other way, or a change in a side signal; inactive means no such curve, though single readings can be large or run the other way; the % refers to the polarisation; further: potency means the concentration at half of the fitted maximal effect; % of control where 0% means no effect; many of its hits are not listed in these tables
Target sequence (O00255 whole entry, looked up): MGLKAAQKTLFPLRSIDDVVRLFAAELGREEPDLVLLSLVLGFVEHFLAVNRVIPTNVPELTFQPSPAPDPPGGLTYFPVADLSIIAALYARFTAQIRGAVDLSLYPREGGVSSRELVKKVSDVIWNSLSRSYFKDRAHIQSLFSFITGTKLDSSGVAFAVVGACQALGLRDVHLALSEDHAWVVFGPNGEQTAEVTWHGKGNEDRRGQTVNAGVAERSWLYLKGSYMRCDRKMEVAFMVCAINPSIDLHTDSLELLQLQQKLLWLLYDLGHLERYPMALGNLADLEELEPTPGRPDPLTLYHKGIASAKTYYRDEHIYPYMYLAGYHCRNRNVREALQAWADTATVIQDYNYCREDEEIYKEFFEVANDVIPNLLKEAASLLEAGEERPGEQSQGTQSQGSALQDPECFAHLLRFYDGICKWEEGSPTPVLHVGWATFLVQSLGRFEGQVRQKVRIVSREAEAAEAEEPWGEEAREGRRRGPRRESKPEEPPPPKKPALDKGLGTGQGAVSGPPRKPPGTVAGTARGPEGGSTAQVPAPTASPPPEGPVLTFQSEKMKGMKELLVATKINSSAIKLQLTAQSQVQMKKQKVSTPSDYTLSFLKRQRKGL
Gal4-VP16 FLuc: VP16 counterscreen qHTS for inhibitors of ROR gamma transcriptional activity; Drosophila S2 Gal4-VP16 UAS-luciferase, luminescence, 20 h; Potency, µM (titrated, usually from 53.6 µM), for the others: at the top dose activity, negative = inhibition, hits mostly inhibitors; actives 3.5% (n = 310,000); AID 2546, 2010;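 further: Gal4-VP16 expression switched on by copper sulfate through the metallothionein promoter; potency means the concentration at half of the fitted maximal effect; on the % scale 0 is the no-effect control and ±100 the full control effect; nearly all actives have a fitted effect of over 50% in size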
NPC1 prom act: qHTS Assay for NPC1 Promoter Activators | Huh7 NPC1 promoter luciferase reporter, 24 h | Potency, µM (doses to about 9.22 µM), for inactives: top-dose activation, actives largely listed as activators | actives 2.4% (n = 320,000) | AID 485313, 2010;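 further: potency means the concentration at half of the fitted maximal effect; % of control where 0% means no effect; nearly all actives have a fitted effect of over 60% in size; reporter is driven by a mutant NPC1 promoter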
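Huh7 cells stably carrying NPC1 promoter–luciferase, plated in Opti-MEM with 10% FBS for 2 h, were exposed to compound in DMSO for 24 h at 37 °C; luciferase reagent was added for 10 min and luminescence read.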
FLuc counter: qHTS profiling assay for firefly luciferase inhibitor/activator using purifed enzyme and Km concentrations of substrates (counterscreen for miR-21 project); Potency, µM (titrated, usually from 57.5 µM), for the others: at the top dose activity change, negative = inhibition, hits mostly inhibitors; AID 588342, 2011; actives 6.9% (n = 360,000); purified FLuc, Km substrates, luminescence inhibition; Luciferin 4-monooxygenase (Photinus pyralis), P08659;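 further: potency means the concentration at half of the fitted maximal effect; plate controls were vehicle for no effect and reference inhibitor for full effect; nearly all actives have a fitted effect of over 55% in size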
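Biochemical qHTS of compounds, final roughly 60 µM downward over six points, against 10 nM purified firefly luciferase using Km concentrations of substrates (10 uM D-luciferin, 10 uM ATP) in Tris acetate pH 7.5 buffer; luminescence output.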
Giardia killer: Small Molecules that selectively kill Giardia lamblia: qHTS; actives 0.15% (n = 340,000); Giardia lamblia trophozoite viability; activity change, % at 7.66 µM, hits read low; AID 540267, 2011; in the data active means activity change below about -80%; inconclusive means between about -30% and that limit;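 further: parasites exposed to compound for two days anaerobically before the ATP read; on the % scale 0 is the no-effect control and ±100 the full control effect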
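Luminescence from cellular ATP indicates surviving trophozoites (100 cells/well) following 48 hrs anaerobic compound treatment at 37 deg C; signal develops 15-30 min at room temperature.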
Starred values were filed as active, the others as inactive; ? = inconclusive; nt = not tested or not shown; & = joins results of further samples; [ ] = remark or other dose. Unless noted, the call rests on the fitted dose curve; in most records, active means well fitted curve in the direction sought with a large enough effect; inconclusive means small, poorly fitted or top-dose-only effect, or another doubt; inactive means no such curve, though single readings can be large; an effect the other way counts as inactive or inconclusive. This is a subset; count on the stated rates, not on these rows.

structure	PKM2 act	Rab9 promoter act	p53 reactivation	BRCA1 expr act	ELG1 genotox	RORgamma inh	Menin-MLL TR inh	Gal4-VP16 FLuc	NPC1 prom act	FLuc counter	Giardia killer
CC(C)OC(=O)C1C(=O)CC(C)(O)C(C(=O)OC(C)C)C1c1cccnc1 (configuration not stated)	4%	0%	-3%	1%	0%	11%	15%	5%	-2%	-1%	0
C=CCOC(=O)C1=C[C@H](c2cn(C(C)=O)c3ccccc23)[C@@H](CCCO)[C@H](OCC)O1	4%	1%	-6%	-14%	11%	5%	-13%	4%	2%	2%	7
COc1ccc(/C=N/OC/C(O)=C(\C#N)c2nc3ccccc3[nH]2)cc1OC	-1%	0%	-2%	-78%	1%	-23%	2%	?	-2%	5%	-19
COc1ccc(N2CCN(C3CCCN(Cc4ccc(F)cc4Cl)C3)CC2)cc1 (configuration not stated)	-1%	-1%	nt	-26%	-7%	1%	-23%	-1%	1%	0%	23
O=S1(=O)N=C(N(CCO)/N=C/C=C/c2ccccc2)c2ccccc21	12%	-10%	-5%	-23%	1%	40%[10 µM]	14%	-10%	-1%	-1%	11
CN(C)CCCN(C(=O)COc1ccccc1)c1nc2ccc(Cl)cc2s1	4%	4%	13%	-2%	4%	-10%	-13%	-16%	-5%	-1%	-8
Cc1nc2c(-c3ccc(F)cc3)c(C)nn2c(N2CCOCC2)c1C	-1%	1%	1%	-34%	-7%	0%[10 µM]	0%	-3%	1%	-3%	-8
Cc1nn2c(NC(C)C)c3c(nc2c1-c1ccccc1)CCC3	5%	-3%	2%	-27%	-6%	3.5µM*	nt	10%	2%	3%	-14

Remaining list, next part:
structure	PKM2 act	Rab9 promoter act	p53 reactivation	BRCA1 expr act	ELG1 genotox	RORgamma inh	Menin-MLL TR inh	Gal4-VP16 FLuc	NPC1 prom act	FLuc counter	Giardia killer
O=C(O)c1ccc(CN2C(=O)c3ccc(C(=O)O)cc3C2=O)cc1	nt	-2%	6%	-8%	1%	-18%	4%	0%	1%	1%	15
CC(C)CCn1nnnc1CN1CCN(c2ccc(F)cc2)CC1	-5%	-1%	1%	0%	0%	12%	-1%	5%	0%	1%	2
CC1CN(c2cnn(C(C)C)c(=O)c2Cl)CC(C)O1 (configuration not stated)	nt	1%	3%	0%	-2%	12%	-10%	6%	-3%	5%	10
Cc1ccccc1C(=O)NNC(=O)/C=C/c1ccccc1	2%	4%	4%	6%	2%	8%	18%	-9%	0%	-6%	-13
CCc1ccc2nc(N(CCCN(C)C)C(=O)c3ccc(S(=O)(=O)N(C)C4CCCCC4)cc3)sc2c1	2%	15%	-29%	-19%	?	?	nt	?	?	6%	-6
CCOC(=O)CNC(=O)N1CCCC(C(=O)c2cccc(Cl)c2)C1 (configuration not stated)	0%	-1%	-1%	1%	-2%	1%	-2%	10%	-1%	3%	2
COc1ccc([C@H]2CC(=O)C=C(c3ccccc3-c3ccccc3)C2)cc1	nt	-8%	5%	-19%	0%	nt	nt	nt	-17%	-2%	-16
Cc1nn(CC(=O)NC(=O)NC2CCCC(C)C2C)c(=O)c(C#N)c1C (configuration not stated)	nt	-2%	-7%	-6%	2%	nt	nt	nt	-3%	0%	4

(listing goes on)
structure	PKM2 act	Rab9 promoter act	p53 reactivation	BRCA1 expr act	ELG1 genotox	RORgamma inh	Menin-MLL TR inh	Gal4-VP16 FLuc	NPC1 prom act	FLuc counter	Giardia killer
Cc1c(C(=O)N2CCN(c3ccc(F)cc3)CC2)sc2nc3n(c(=O)c12)CCC3	2%[0.46 µM]	-3%	-5%	0%	-5%	-16%	-1%	0%	-2%	1%&4%	31[activator]
N#CC1=C(N)NC(SCC(=O)c2ccc(Br)cc2)=C(C#N)C12CCCCC2	11%	-13%	-8%	-59%	-10%	?	?	-30%	-2%	0%	0
COc1ccc(C(=O)NNC(=O)CN2CCC(n3nnc4cc(C)ccc43)CC2)cc1	1%	-9%	-2%	-8%	-4%	6%	-9%	4%	0%	5%	-19
Cc1c(C(=O)N2CCN(c3ccccc3)CC2)sc2nc3n(c(=O)c12)CCC3	-9%[0.46 µM]	-3%	-2%	1%	3%	-4%	-1%	-2%	-2%	1%&-12%	-16
COc1cccc(NC(=O)N(CCN(C)C)C(C)c2cccnc2)c1 (configuration not stated)	-6%	-7%	-3%	-14%	-1%	-2%	nt	-8%	-3%	3%	-18
CC(=O)c1cccc(NC(=O)C2C3CCC(C3)C2C(=O)O)c1 (configuration not stated)	30%	9%	3%	0%	-3%	6%	-4%	-12%	-1%	-6%	-5
COc1cccc(N2CCN(C(=O)C3C4C=CC5(CN(Cc6ccccc6Cl)C(=O)C35)O4)CC2)c1 (configuration not stated)	12%	-3%	0%	-11%	7%	18%	-3%	-10%	-3%	6%	10
CCCN1CCC(NC(=O)Nc2cccc3ccccc23)CC1	-5%	-1%	-3%	0%	-2%	?	nt	5%	0%	-1%	10

(cont.)
structure	PKM2 act	Rab9 promoter act	p53 reactivation	BRCA1 expr act	ELG1 genotox	RORgamma inh	Menin-MLL TR inh	Gal4-VP16 FLuc	NPC1 prom act	FLuc counter	Giardia killer
O=C(N/N=C/c1ccccn1)c1ccco1	-8%	2%	16%	9%	6%	-18%	21%	-9%	5%	?	15
O=C(C1CCCN(S(=O)(=O)c2cnc[nH]2)C1)N1CCN(c2ccc(Cl)cc2)CC1 (configuration not stated)	-5%	1%	-8%	-6%	10%	?	4%	-1%	1%	-1%	14
Cc1nc(=O)c(-c2ccccc2)c(C)n1-c1ccc(Br)cc1	-5%	-4%	7%	-8%	-2%	2%	nt	-1%	3%	1%	1
O=C(c1cccnc1NCc1ccccc1)N1CCOCC1	4%	-3%	17%	-2%	2%	-7%[0.365 µM]	-7%	nt	-2%	-1%	8
Cc1nc(N2CCCCC2)c2sc(=S)n(C)c2n1	0%	-11%	1%	8%	21µM*	3%	1%	-3%	-1%	1%	-12
Cc1ccc(NCc2ccc([N+](=O)[O-])s2)cc1	-5%	6%	10%	-15%	2%	5%	?	25%	-2%	-5%	-3
O=C(N/C(=C\c1ccc([N+](=O)[O-])cc1)C(=O)N1CCCCC1)c1ccccc1	-1%	-11%	1%	-20%	4%	-5%	-1%	-3%[10 µM]	0%	1%	3
CCOC(=O)C1(Cc2ccccc2C)CCCN(S(C)(=O)=O)C1 (configuration not stated)	2%	-5%	-12%	-1%	-3%	-2%	3%	-19%	0%	-1%	1

Remaining list, next part.
structure	PKM2 act	Rab9 promoter act	p53 reactivation	BRCA1 expr act	ELG1 genotox	RORgamma inh	Menin-MLL TR inh	Gal4-VP16 FLuc	NPC1 prom act	FLuc counter	Giardia killer
O=C(N/N=C/c1ccco1)c1cc(-c2ccccc2)n[nH]1	0%	4%	16%	2%	0%	-25%	7%	-5%	-5%	?	-7
CCOc1ccccc1N(CC(=O)NCCc1ccc(OC)c(OC)c1)S(=O)(=O)c1ccccc1	nt	-2%	-4%	-22%	-13%	1%	3%	-9%	-1%	1%	17
COc1ccc(C(C)=O)cc1CN1CCCCC1	-15%	2%	-2%	-26%	1%	-4%	-18%	?	-2%	-20%	8
O=C(C1CCN(S(=O)(=O)c2ccc(-n3cnnn3)cc2)CC1)N1CCCCC1	6%	0%	1%	-30%	-7%	18%	3%	7%	-1%	1%	16
Cn1c(SCC(=O)c2ccccc2)nnc1C1COc2ccccc2O1 (configuration not stated)	-6%	10%	3%	23%	5%	11%	nt	11%	9%	-17%	1
CCc1ccc(-c2nn(-c3ccccc3)cc2CSC(=N)N)cc1	-3%	-1%	-1%	-89%	6%	11µM*	-3%	20µM*	-1%	2%	-6
Cc1nn(Cc2c(Cl)cccc2Cl)c(C)c1NC(=O)c1sc2ccccc2c1Cl	-2%	-9%	1%	-52%	3%	-1%	3%	5%	-2%	1%	12
O=C(Nc1ccc(Cl)cc1)C1CCN(C(=O)c2ccco2)CC1	nt	3%	2%	7%	-5%	38%	-27%	-10%	-6%	-3%	15
CCOc1ccc(N(CC(=O)N2CCCC2)S(=O)(=O)c2c(C)noc2C)cc1	5%	-10%	0%	0%	2%	-12%	5%	2%	1%	6%	-22
